FLuc inhib CS: inhibits firefly luciferase, flagging false hits in luciferase inhibition screens; P08659; ATPLite firefly luciferase biochemical luminescence, 10 min; inhibition, % at 10 µM; 1.5% of 200,000 active; AID 1006;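 active = inhibition above about 50% when tested at 10 µM, limit read from the data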
Target sequence (P08659 whole entry, looked up): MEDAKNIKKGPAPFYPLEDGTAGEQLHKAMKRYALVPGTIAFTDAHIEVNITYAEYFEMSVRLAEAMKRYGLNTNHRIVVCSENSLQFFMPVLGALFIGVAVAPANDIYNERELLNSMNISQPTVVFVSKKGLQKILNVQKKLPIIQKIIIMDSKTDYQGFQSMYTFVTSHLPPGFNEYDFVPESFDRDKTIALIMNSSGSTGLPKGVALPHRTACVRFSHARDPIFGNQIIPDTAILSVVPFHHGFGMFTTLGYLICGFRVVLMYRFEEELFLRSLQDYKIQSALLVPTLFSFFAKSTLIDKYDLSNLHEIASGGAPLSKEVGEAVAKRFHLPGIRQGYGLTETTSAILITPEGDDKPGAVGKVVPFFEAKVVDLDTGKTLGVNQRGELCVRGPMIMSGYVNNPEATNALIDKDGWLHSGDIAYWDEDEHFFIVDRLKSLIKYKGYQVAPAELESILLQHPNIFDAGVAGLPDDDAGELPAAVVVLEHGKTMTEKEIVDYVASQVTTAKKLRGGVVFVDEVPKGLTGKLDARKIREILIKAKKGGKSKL
Hsp70 activator: Hsp70 transcriptional activation, primary screen | HeLa Hsp70 promoter luciferase reporter, luminescence; scaled: vehicle 0, proteasome-inhibitor control 100% | activation, % at 10 µM | 0.04% of 200,000 active;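 active = activation above the mean across all tested compounds plus 3 SD, cutoff set per campaign, cut at about 5.5% in these data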;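 note: 100% = MG132 at 30 µM as the positive control and 0% = DMSO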
STAT1 blocker: reduces IFN-gamma driven STAT1 reporter signal; NIH 3T3 STAT1-luciferase reporter, luminescence; inhibition, % at 5.5 µM; 0.35% of 200,000 active; AID 920;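 active = inhibition above a set limit, the mean inhibition across all tested compounds plus 3 SD, cut at about 34% in these data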;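 note: 0% = IFN-gamma with DMSO and 100% = IFN-gamma with 300 µM nifuroxazide; values of inactives mirror those of a sister screen read the other way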
STAT3 act: increases IL-6 driven STAT3 reporter signal | 0.91% of 190,000 active | activation (% of control), % at 5.6 µM | AID 871 | U3A cells, IL-6 STAT3-luciferase reporter, luminescence; 100% = signal with IL-6 EC80 alone;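 active = activation above the screen-wide mean of compound activation plus 3 SD, cut at about 130% in these data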;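 note: 0% = background luminescence of wells with medium and substrate only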
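Assay system – human STAT1-deficient U3A cells with stable STAT3-luciferase reporter · Also added – IL-6 (33 ng/mL) · Schedule – compound 1 h, then IL-6 6 h at 37 °C · Technique – reporter luminescence signal · Evaluation – % activation versus median of IL-6-stimulated wells · Benchmarks – IL-6-only wells as 100% reference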
STAT3 blocker: STAT3 signaling inhibition | U3A cells, IL-6 STAT3-luciferase reporter, luminescence; host cell line lacks STAT1 | inhibition, % at 5.5 µM | 0.89% of 190,000 active;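 active = inhibition above the mean inhibition across all screened compounds plus 3 SD, cut at about 44% in these data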;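 note: 0% = DMSO only wells and 100% = 100 µM nifuroxazide control wells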
RAM inhibit: inhibitors of the yeast RAM network; AID 868; S. cerevisiae dse1pr::URA3 reporter, 5-FOA growth OD615, 2 d; analog-sensitive cbk1-as2 kinase mutant strain; 1.8% of 190,000 active; inhibition, % at 50 µM;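 active = inhibition above a set limit, 3 SD over mean compound inhibition, cut at about 8.4% in these data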;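 note: 0% = DMSO-only wells with no growth and 100% = 10 µM 1-NA-PP1 full growth; inhibition rescues growth on 5-FOA so higher OD means more RAM inhibition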
APP 5UTR inh: APP translation inhibition | SH-SY5Y APP 5'UTR-luciferase reporter, luminescence | inhibition, % at 2 µM | 0.82% of 190,000 active;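 active = inhibition above a set limit, derived from the sample mean plus 3 SD, cut at about 45% in these data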; note: values of inactives mirror those of a sister screen read the other way
STAT1 activator: activators of IFN-gamma induced STAT1 signaling; NIH 3T3 STAT1-luciferase reporter, luminescence; 100% = IFN-gamma alone, no compound; activation (% of control), % at 5.5 µM; 2.6% of 200,000 active; AID 932;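 active = activation above the screen-wide mean activation plus 3 SD, cut at about 130% in these data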;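 note: raw ratio to IFN-gamma control signal so 100% means no change and 0% no light; values of inactives mirror those of a sister screen read the other way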
NF-kB neuron act: NF-kB expression increase, human neuronal cells; NF-kB reporter expression; stronger effect = higher value; fold change at 12.5 µM; 1.6% of 190,000 active; in the data active = fold change above about 3.3
APP 5'UTR act: activates APP 5'UTR luciferase reporter. SH-SY5Y APP 5'UTR luciferase reporter, luminescence; zero percent = DMSO vehicle wells. activation, % at 2 µM. 1% of 190,000 active. AID 1276;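 active = activation above a set limit, based on mean plus 3 SD of controls, cut at about 140% in these data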; note: values of inactives mirror those of a sister screen read the other way
* = called active by the depositor; / = not tested or not shown; & = joins results of further samples.

SMILES	FLuc inhib CS	Hsp70 activator	STAT1 blocker	STAT3 act	STAT3 blocker	RAM inhibit	APP 5UTR inh	STAT1 activator	NF-kB neuron act	APP 5'UTR act
Cc1cc(C)cc(OCC(=O)Nc2ccccc2C(=O)NCc2ccco2)c1	-7	-0.4	-2	107	-5	2.2	-20	102	1	20
O=C(CCCn1c(=O)c2ccccc2n(CC(=O)NCc2ccco2)c1=O)NCc1ccco1	-8	-0.1	2	97	4	3.1	6	99	0.85	-6
COc1ccc(Oc2nccc(OC)c2C#N)cc1	-4	0.1	-11	90	18	1.5	1	110	1.1	-1
O=C(N/N=C/c1cccc([N+](=O)[O-])c1)c1cc2ccccc2o1	-6	-0.5	11	79	27	5.3	-16	90	0.94	16
CCCCOc1ccc(C(=O)N/C(=C\c2cccc([N+](=O)[O-])c2)C(=O)OC(C)C)cc1	-5	-0.3	7	89	19	8.8*	19	93	1.4	-19
Nc1cnc(Br)cc1Br	1	-0.2	1	96	2	-0.7	-5	102	1.1	5
CN(/C=C1/C(=O)CNC1=O)CCO	4	-0.1	-1	103	-4	1.8	4	101	0.91	-4
O=C(O)c1ccccc1C(=O)NNc1cccc(Cl)n1	0	0.3	-19	100	4	-1.2	-155	116	1.3	155*
CCOC(=O)N1CCN(S(=O)(=O)c2ccc(C(=O)NNc3nc4cc(C)cc(C)c4s3)cc2)CC1	0	-0.2	-18	103	-3	2.6	23	116	1.3	-23
COc1ccc(/C=C2\CCn3c2nc2cc(C(=O)O)ccc2c3=O)cc1O	0	-0.4	-2	102	0	1.7	-5	102	1.1	5

Pulled by compound from the entries so far, 4 records:
SMILES	FLuc inhib CS	Hsp70 activator	STAT1 blocker	STAT3 act	STAT3 blocker	RAM inhibit	APP 5UTR inh	STAT1 activator	NF-kB neuron act	APP 5'UTR act
Cc1cc(C)cc(OCC(=O)Nc2ccccc2C(=O)NCc2ccco2)c1	-7	-0.4	-2	107	-5	2.2	-20	102	1	20
O=C(N/N=C/c1cccc([N+](=O)[O-])c1)c1cc2ccccc2o1	-6	-0.5	11	79	27	5.3	-16	90	0.94	16
CCOC(=O)N1CCN(S(=O)(=O)c2ccc(C(=O)NNc3nc4cc(C)cc(C)c4s3)cc2)CC1	0	-0.2	-18	103	-3	2.6	23	116	1.3	-23
CN(/C=C1/C(=O)CNC1=O)CCO	4	-0.1	-1	103	-4	1.8	4	101	0.91	-4

Later entries:
SMILES	FLuc inhib CS	Hsp70 activator	STAT1 blocker	STAT3 act	STAT3 blocker	RAM inhibit	APP 5UTR inh	STAT1 activator	NF-kB neuron act	APP 5'UTR act
Cc1ccc(CNC(=O)C2CC2c2ccccc2)cc1 (configuration not stated)	-2	-0.1	-5	103	-5	3.0	8	105	1.1	-8
CC(C)c1ccccc1OCC(=O)NCC(c1cccs1)N1CCOCC1 (configuration not stated)	1	-0.5	1	94	11	0.7	-13	99	0.77	13
CCn1cc(C(=O)N/N=C(/C)c2ccc(F)cc2)c(=O)c2cc(F)c(N3CCCC3)cc21	-7	-0.2	4	93	11	0.8	-3	96	0.9	3
COCCCN1C(=O)/C(=C/c2ccc(CNS(=O)(=O)c3ccccc3)o2)C(C(=O)OC)=C1C	-6	0.0	4	88	19	-0.6	-2	93	0.93	2
COc1cccc2[nH]c3c(N4CC(C)CC(C)C4)ncnc3c12 (configuration not stated)	-4	-0.3	3	99	5	0.0	-18	98	1.1	18
COc1cc(CO)c(Br)cc1OCC(N)=O	-7	-0.1	-1	97	12	-0.3	-15	99	0.99	15
COCCCN1C(=O)C(O)=C(C(=O)c2ccc(C)o2)C1c1cccc(Br)c1 (configuration not stated)	-6	-0.1	2	92	13	2.6	-1	98	1.1	1
COC(=O)c1c(C#N)c(N)nc2c1CCCC2	-3	-0.5	3	103	-4	-0.4	-2	98	0.85	2
O=C1CCCC/C1=C\Nc1ccc(Cl)cn1	4	0.0	-1	92	12	0.2	-39	101	1.6	39
COc1ccc(CCNC(=O)c2cc3ccccn3n2)c(OC)c1OC	-7	1.0	-8	104	4	1.8	6	107	1.3	-6
CC1(C(=O)N/N=C/c2ccc([N+](=O)[O-])o2)CC1(Br)Br (configuration not stated)	-6	0.0	10	105	-4	-1.0	2	91	0.69	-2
O=C(Oc1csc(=S)n1C(=O)c1ccccc1)c1ccccc1	3	0.4	1	95	7	-0.2	-19	99	1.4	19
CC(C)CC1c2[nH]c3ccccc3c2CCN1C(=O)CCC(=O)N(C)C (configuration not stated)	-5	0.0	-5	144*	-50	0.1	-9	103	1.1	9
Cc1cc(C)c2nc3nc(C)cc(C)c3c(N)c2c1	0	0.1	-30	120	-29	1.6	-3	127	0.84	3
Cc1ccc(OCCCC(=O)NC(C)c2ccccc2)cc1 (configuration not stated)	-4	-0.1	-1	100	7	-0.1	-15	101	1.9	15
O=C(O)c1cc2c(cc1Br)OCCCO2	-3	-0.2	-3	106	-8	1.8	-30	103	1	30
CSCc1nnc(NC(=O)c2ccc(S(=O)(=O)N(C)C)cc2)o1	5	0.0	-11	97	6	0.0	3	110	1.1	-3
c1ccc2c(c1)oc1c(NCc3ccc4c(c3)OCO4)ncnc12	-5	-0.3	8	101	4	3.6	-24	91	0.86	24
O=C1C=C(OCc2ccccc2)CN1	-4	-0.5	2	105	0	-0.7	-8	98	0.91	8
CC1CCCCC12NC(=O)N(CC(=O)Nc1ccccc1-c1ccccc1)C2=O (configuration not stated)	6	0.3	9	115	-13	0.1	6	91	0.94	-6
Cc1cc(SCC(=O)c2cccs2)nc2c(C)cccc12	-6	-0.3	10	120	-17	8.9*	-9	91	1.1	9
CCC1C(=O)n2nc(-c3ccccc3)cc2N=C1C (configuration not stated)	41	1.0	-41	103	1	0.1	-95	138*	2.3	95
COc1cc(/C=C(\C#N)C(=O)Nc2ccccc2C(=O)O)cc(Cl)c1OC	19	-0.2	-3	111	-13	0.2	-1	100	1	1
COc1ccccc1NC(=O)COC(=O)c1ccc2c(c1)nc(C)n2-c1ccccc1	0	-0.5	8	97	6	2.1	-3	93	1	3
C=CCn1c(CCC(O)COCCC)n[nH]c1=S (configuration not stated)	-9	-0.1	-2	104	-1	1.1	-16	100	1	16
CCSC1=C(C#N)C(c2ccc(F)cc2)CC(=O)N1 (configuration not stated)	-6	0.1	5	100	8	0.0	6	96	0.9	-6
COc1ccc(-n2nc(C(=O)NCc3ccco3)c3ccccc3c2=O)cc1	-2	-0.1	7	96	4	3.4	/	103	0.97	/
O=C(Nc1cccc(Cl)c1)c1ccc(-n2cncn2)c([N+](=O)[O-])c1	-8	-0.1	-3	85	28	3.6	7	103	0.85	-7
CN1CCC2(CC1)C1CN(C)CC=C1C(C#N)=C(N)C2(C#N)C#N (configuration not stated)	-9&0	-0.1&-0.3	1&1	100&102	5&-2	3.4&-0.2	-4&2	99&100	1.3&1.5	4&-2
Cc1cccc(C(=O)NCC(=O)OCC(=O)c2cc(C)n(CC3CCCO3)c2C)c1 (configuration not stated)	16	-0.1	-6	101	-1	4.1	-58	105	0.54	58
CCCCN(CCCC)c1ncnc2nc[nH]c12	-1	-0.2	4	77	34	1.3	-12	96	0.69	12
COc1ccc(CNC(=O)CNC(=O)c2c(C)nn(C)c2Cl)cc1	-7	-0.3	-4	88	20	0.5	-1	103	1.2	1
COc1cccc(C(C)NC(=O)Nc2cc(Cl)ccc2OC)c1 (configuration not stated)	-4	-0.4	-8	103	6	2.5	1	108	1.1	-1
CCc1ccc(C(=O)CN2C(=O)NC(C)(c3ccc(C)cc3)C2=O)cc1 (configuration not stated)	-3	-0.1	1	109	1	4.1	0	98	0.86	0
Cc1ccc2cc3cc(C(=O)NCCCN4CCc5ccccc5C4)oc3nc2c1	-5	0.1	-3	89	17	-0.4	-6	103	1.2	6
COC(=O)c1ccccc1NC(=O)c1cc(OC)cc(OC)c1	-8	-0.2	4	91	15	2.0	18	96	1.1	-18
Cc1ccc(NC2=C(C(=O)c3ccccc3)N(C)S(=O)(=O)c3ccccc32)cc1	-9	-0.1	18	95	16	4.3	-8	83	0.88	8
C=CCc1cc(/C=N/NC(=O)CSc2nnc(CCCc3ccc(OC)cc3)o2)cc(OC)c1O	-5	-0.2	-4	93	6	7.1	7	103	0.9	-7
Cc1cccc(OCc2nnc(SCC(=O)N3CCCC3)n2C)c1	-5	-0.6	-3	96	11	1.7	-14	102	1.1	14
O=C(O)CCc1ccc(-c2cccs2)n1NC(=O)c1ccc(Cl)cc1	2	-0.3	6	104	-4	1.1	-10	93	1.1	10
Cc1ccc(NC(=O)CC2Oc3ccccc3NC2=O)c(C)c1 (configuration not stated)	-11	-0.1	-7	119	-13	2.6	-16	106	1.1	16
Cc1ccc(CNC(=O)CCNC(=O)c2ccc(Br)o2)cc1	-7	0.0	1	105	-1	0.1	-3	99	0.94	3
CCOC(=O)C1(CC2CCCCO2)CCN(C(=O)Nc2ccccc2CC)CC1 (configuration not stated)	-2	-0.1	5	97	8	-0.2	15	94	1.3	-15
Cc1cc(C)c(S(=O)(=O)Nc2ccc3c(c2)CCC3)c(C)c1	-3	-0.3	3	101	-3	13*	2	98	0.68	-2
O=C(CSCc1cccc(Br)c1)N=Nc1c(O)[nH]c2ccccc12	-1	-0.2	-4	104	2	2.1	8	104	1.2	-8
CN1CCN(CC(=O)Nc2ccccc2[N+](=O)[O-])CC1	-3	0.0	-5	104	-6	0.0	-10	105	5.5*	10
O=C(COC(=O)c1ccc(S(=O)(=O)N2CCOCC2)cc1)NC1CCCC1	-8	-0.3	0	99	5	0.3	6	100	0.86	-6
CCN1CCN(C(=O)c2nn(-c3ccc(C)cc3)c(=O)c3c2c2ccccc2n3C)CC1	-7	-0.3	0	120	-19	-0.2	-44	98	1.9	44
CC1CC(C)CN(c2ncc3c(n2)CC(c2ccc(Cl)cc2)CC3=O)C1 (configuration not stated)	-7	-0.2	6	103	2	2.3	-5	95	0.92	5
CCC(=O)Nc1ccc(NC(=O)c2ccccn2)cn1	42	0.1	-30	90	16	0.8	-85	130*	0.63	85

Later entries.
SMILES	FLuc inhib CS	Hsp70 activator	STAT1 blocker	STAT3 act	STAT3 blocker	RAM inhibit	APP 5UTR inh	STAT1 activator	NF-kB neuron act	APP 5'UTR act
NC(=O)CSc1nnc(Cc2cccs2)n1C1CCCCC1	-9	-0.2	-4	98	9	1.1	20	104	1.1	-20
CCCc1[nH]nc2c1C(C1CC=CCC1)C(C#N)=C(N)O2 (configuration not stated)	-6	-0.5	-6	101	2	0.1	13	105	0.9	-13
CCc1ccc(N(C(=O)Cn2nnc(-c3ccccc3)n2)C(C(=O)NC2CCCCC2)c2ccccn2)cc1 (configuration not stated)	0	-0.2	4	111	-15	0.8	21	97	1.3	-21
CCN(CC)P(=O)(/C(Cl)=C\Nc1c(C)n(C)n(-c2ccccc2)c1=O)N(CC)CC	-6	-0.2	6	100	1	1.6	1	95	1.3	-1
COc1ccc(S(=O)(=O)N(C)CC(=O)Nc2ccc(C(F)(F)F)cc2)cc1Cl	0	-0.1	6	102	-2	2.9	9	94	0.96	-9
COCC(C)n1c(C)cc(C(=O)COC(=O)c2c(C)nn(-c3ccccc3)c2C)c1C (configuration not stated)	-5	-0.1	1	102	0	3.9	1	99	0.78	-1
Cc1cc(N2CCC(C(=O)NCC3CC3)CC2)nc(-c2ccccc2)n1	-6	-0.2	-3	104	-2	-0.3	0	103	0.83	0
COc1cccc(OCCOc2ccccc2OC(C)C)c1	-3	-0.3	-1	101	0	3.4	-13	100	1.1	13

Compound activity from PubChem.
